# Source: PubChem BioAssay
# Abeta rescue = restores growth of yeast expressing A-beta42 peptide; 410,000 tested, 0.063% active; Potency, µM (series often up to 46.1 µM), for the others: top-dose growth rescue, most hits filed as activators; AID 1347071; yeast expressing A-beta42, growth rescue, OD600, 48 h; response scale: 0% DMSO, 100% iron-clioquinol control; further: potency means the concentration at half of the fitted maximal effect; nearly all actives have a fitted effect of over 55% in size
#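 Growth rescue measured by 600 nm absorbance after 48 h yeast culture at 30 C with compound. Values normalized between DMSO and an equimolar ferric chloride plus clioquinol control.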
# TDP-43 yeast inh = inhibitors of TDP-43 toxicity in yeast; TDP-43 expressing yeast growth rescue, BacTiter-Glo, 24 h; Potency, µM (top dose mostly 46.1 µM), for inactives: at the top dose growth rescue (activation), hits mostly activators; 410,000 tested, 1.8% active; further: potency means the concentration at half of the fitted maximal effect; % of control where 0% means no effect; nearly all actives have a fitted effect of over 50% in size
#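 Readout is BacTiter-Glo luminescence of cell growth, so inhibitors register as activators. TDP-43-expressing yeast at OD600=0.02 in galactose medium, after raffinose pregrowth to mid-log, were incubated with compound for 24 hr at 30 deg C.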
# PTHR1 agonist = activates the human parathyroid hormone receptor PTHR1; Q03431; Potency, µM (series often up to 115 µM), for inactives: at the top dose activation, usual class: activators; HEK293 GP2 PTHR1 cells, GloSensor cAMP luminescence, 1 h; AID 743266; 410,000 tested, 0.075% active; further: potency means the concentration at half of the fitted maximal effect; nearly all actives have a fitted effect of over 55% in size; some results filed as inactive show a strong effect at the top dose; inactives centre near -15; many of its hits are not listed in these tables
# Target sequence (Q03431 whole entry, looked up): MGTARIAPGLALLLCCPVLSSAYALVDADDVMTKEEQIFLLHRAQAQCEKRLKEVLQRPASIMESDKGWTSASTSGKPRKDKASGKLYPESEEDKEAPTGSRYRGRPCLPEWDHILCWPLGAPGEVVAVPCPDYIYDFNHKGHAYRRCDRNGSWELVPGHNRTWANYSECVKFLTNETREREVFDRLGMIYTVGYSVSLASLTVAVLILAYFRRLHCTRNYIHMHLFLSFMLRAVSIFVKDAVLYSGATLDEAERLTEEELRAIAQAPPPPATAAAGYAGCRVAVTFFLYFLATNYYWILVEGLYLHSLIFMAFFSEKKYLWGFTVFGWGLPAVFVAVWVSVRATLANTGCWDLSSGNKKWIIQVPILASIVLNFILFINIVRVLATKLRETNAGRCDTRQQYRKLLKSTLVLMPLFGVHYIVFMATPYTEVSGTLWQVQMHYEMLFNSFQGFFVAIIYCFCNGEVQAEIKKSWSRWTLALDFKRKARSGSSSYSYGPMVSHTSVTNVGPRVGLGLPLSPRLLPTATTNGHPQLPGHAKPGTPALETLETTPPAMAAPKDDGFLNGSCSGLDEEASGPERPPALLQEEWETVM
#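 HEK-293-derived GP2 cells expressing PTHR1 and a GloSensor cAMP reporter, 3,000/well, plated overnight, given luciferin plus IBMX (each 0.5 mM as added) for 1 h at 37 °C, then compound for 1 h at 37 °C. Luminescence was read after 15 min at room temperature.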
# pAkt inh = inhibitors of Akt phosphorylation. Neuro2A IGF-stimulated pAkt S473 HTRF, 20 min; active compounds read low. activity change, % for hits at 50 µM. 360,000 tested, 0.32% active; in the data active means activity change below about -80%; inconclusive means mostly about -51% to -80%; further: on the % scale 0 is the no-effect control and ±100 the full control effect
#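 Neuro2A cells in DMEM with 0.5% FBS, overnight at 37 deg C, given compound at single 50 µM final, then IGF (6 nM final) for 20 min at 37 deg C. Lysed; phospho-Akt Ser473 by HTRF after 24 h, 665/615 ratio.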
# aSyn rescue = rescues yeast growth from alpha-synuclein toxicity; Yeast expressing alpha-synuclein, growth rescue, BacTiter-Glo, 24 h; Potency, µM (highest dose often 46.1 µM), for inactives: at the highest dose growth rescue (activation), hits mostly activators; 370,000 tested, 0.14% active; AID 652106; further: potency means the concentration at half of the fitted maximal effect; % of control where 0% means no effect; nearly all actives have a fitted effect of over 65% in size
#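 Rescue of yeast growth: cells expressing toxic alpha-synuclein, induced in galactose at OD600 0.02, incubated with compound 24 h at 30 C. ATP luminescence quantified growth; inhibitors of toxicity appear as activators.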
# FUS suppressor = FUS proteinopathy suppression in yeast; S. cerevisiae FUS-expressing, growth rescue, OD600, 24 h; Potency, µM (highest dose often 76.6 µM), inactives show at the highest dose growth rescue (activation), most hits filed as activators; 390,000 tested, 0.24% active; AID 1347120;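 further: potency means the concentration at half of the fitted maximal effect; plate controls were DMSO vehicle for no effect and reference control for full effect; nearly all actives have a fitted effect of over 55% in size; some results filed as inactive show a strong effect at the top dose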
#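 Compound concentration series was pinned onto galactose-induced FUS-expressing yeast seeded at OD 0.005. Plates sat 24hr at 30C; absorbance at 600 nm gave growth. DMSO served as background control.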
# GLP1R inv ag = acts as inverse agonist at human GLP-1 receptor; P43220; HEK293 GLP-1R CRE-luciferase, luminescence, 24 h; GLP-1R form is constitutively active; Potency, µM (doses to about 38.3 µM), without a hit: top-dose activity change, negative = inhibition, hits mostly inhibitors; 410,000 tested, 1.6% active; AID 624417; further: potency means the concentration at half of the fitted maximal effect; on the % scale 0 is the no-effect control and ±100 the full control effect; nearly all actives have a fitted effect of over 55% in size
# Target sequence (P43220 whole entry, looked up): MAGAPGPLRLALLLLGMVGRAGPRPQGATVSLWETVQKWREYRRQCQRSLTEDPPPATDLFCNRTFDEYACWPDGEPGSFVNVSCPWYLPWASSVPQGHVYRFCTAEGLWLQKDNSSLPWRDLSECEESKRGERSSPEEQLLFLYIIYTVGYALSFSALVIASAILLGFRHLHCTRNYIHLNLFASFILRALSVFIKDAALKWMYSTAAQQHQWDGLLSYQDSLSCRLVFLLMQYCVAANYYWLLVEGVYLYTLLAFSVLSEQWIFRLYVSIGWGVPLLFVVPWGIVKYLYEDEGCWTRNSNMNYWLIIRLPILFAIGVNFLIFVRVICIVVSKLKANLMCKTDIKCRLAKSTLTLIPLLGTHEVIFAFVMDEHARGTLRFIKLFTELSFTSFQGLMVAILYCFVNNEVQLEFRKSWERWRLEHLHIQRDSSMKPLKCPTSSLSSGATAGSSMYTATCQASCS
#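 HEK293 cells stably co-expressing a cAMP-responsive luciferase reporter and constitutively active GLP-1R were seeded, incubated 12 h, then exposed to compounds for 24 h at 37 C. Luminescence was read 12 min after detection reagent; inverse agonists lower signal.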
# HEK293 tox = cytotoxic in the GLP-1 receptor inverse agonist counter-screen | HEK293 cAMP-luciferase reporter cells, luminescence, 24 h | Potency, µM (doses to about 38.3 µM), inactives show top-dose activity change, negative = inhibition, actives largely listed as inhibitors | 410,000 tested, 0.13% active;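 further: loss of luciferase light is scored as toxicity; potency means the concentration at half of the fitted maximal effect; on the % scale 0 is the no-effect control and ±100 the full control effect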
#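 1536-well qHTS counterscreen of the MLSMR; 200 cells/uL, 12 h pre-incubation, 23 nL cpd, 24 h at 37 deg C 5% CO2, luciferase detection reagent, 12 min RT, luminescence. Inhibition = undesired.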
# Mm-Cpn inhibitor = M. maripaludis TRiC chaperonin inhibition; purified Mm-Cpn ATPase, ADP Transcreener TR-FRET; Potency, µM (titrated, usually from 76.9 µM), inactives show at the top dose activity, negative = inhibition, usual class: inhibitors; 330,000 tested, 0.031% active; further: potency means the concentration at half of the fitted maximal effect; on the % scale 0 is the no-effect control and ±100 the full control effect; nearly all actives have a fitted effect of over 80% in size
#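 ATPase turnover read by TR-FRET ADP competition (Eu cryptate antibody/ADP-d2, 665/590 nm): 10uM ATP final, 25nM Mm-CPN final, 30 min 37degC after 10-min compound preincubation, pH 7.4 Tris/KCl/MgCl2/DTT buffer.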
# The depositor's hits bear a star; i = inactive; ? = inconclusive; . = no result given; & = joins results of further samples; [ ] = dose if it differs, or a comment. Unless noted, the call rests on the fitted dose curve; in most records, active means well fitted curve in the direction sought with a large enough effect; inconclusive means small, poorly fitted or top-dose-only effect, or another doubt; inactive means no such curve, though single readings can be large; an effect the other way counts as inactive or inconclusive.
SMILES,Abeta rescue,TDP-43 yeast inh,PTHR1 agonist,pAkt inh,aSyn rescue,FUS suppressor,GLP1R inv ag,HEK293 tox,Mm-Cpn inhibitor
COc1ccc(C(C(=O)NCC2CCCO2)N(C(=O)c2snc(C(N)=O)c2N)c2ccc(C)cc2)cc1OC (stereo not drawn),-10.9%,21.3%,-11.0%,i,0.0%,10.4%,12.3%,15.0%,1.1%
CCC(=O)Nc1c(C)n[nH]c1C,3.3%,-3.9%,-63.1%[inhibitor],i,6.3%,.,26.7%,90.1%[activator],4.1%
COc1cccc(NC(=O)C(=O)NCC(c2ccco2)N2CCc3ccccc3C2)c1 (stereo not drawn),14.2%,-22.6%,-12.4%,i,-0.7%,14.6%,?,2.1%,-2.1%
O=C(Nc1ccc(Cl)cc1)C1C2C=CC3(O2)C1C(=O)N(CCCN1CCCCC1)C3C(=O)NC1CCCCC1 (stereo not drawn),3.5%,3.8%,i,i,2.0%,9.7%,13.7%,5.5%,-0.6%
O=C(NC(=S)Nc1ccccc1[N+](=O)[O-])c1cncc(Br)c1,-2.2%,24.2%,-30.7%[inhibitor],i,-5.5%,-6.9%,-11.5%,?,3.3%
O=C(COC(=O)CCc1ccccc1)NC(c1ccccc1)c1ccccc1,13.0%,6.2%,-8.5%,i,4.0%,.,5.5%,20.2%,-0.1%
CCCNC(=O)c1ccc2c(c1)N(Cc1cccc(C)c1)C(=O)c1ccccc1S2,-12.3%,12.0%,i,.,.,?,?,0.2%,.
Cc1cc(SCC(=O)OCC(=O)N(C)C2CCS(=O)(=O)C2)c(C)cc1Br (stereo not drawn),22.6%,20.9%,-17.9%,i,-0.9%,23.9%,7.6%,8.0%,-3.4%
CCCOc1ccc(F)cc1-c1cc(C(=O)NCc2cccs2)[nH]n1,-11.2%,-27.5%,?,i,3.5%,-17.6%,?,?,.
Cc1nc2cc(NC(=O)NCc3ccco3)ccc2n1C,9.8%,-12.9%,i,.,-6.3%,29.4%,30.1%,12.7%,-0.1%
COc1ccc(CCC(=O)N2CCCC(Nc3ccc(OC)cc3)C2)cc1 (stereo not drawn),-8.6%,16.4%,-7.0%,i,-4.3%,19.2%,-22.3%,-20.1%,-7.0%
CN(C)CCOC(=O)C12CC3CC(CC(C3)C1)C2,-6.4%,?,i,i,10.6%,-24.3%,9.6%,12.8%,0.5%
CSc1ccc(/C=C/C(=O)c2ccc(NC(=O)C(C)C)cc2)cc1,15.4%,15.8%,i,i,-10.8%,6.1%,10µM*,?,-8.0%
CSCCC(C(=O)NC(C)(C)C)n1c(-c2ccccc2)nc2ccccc21 (stereo not drawn),4.5%,9.6%,i,i,-3.0%,14.7%,11.0%,1.9%,.
CCCC1=Nc2cc(C(=O)N3CCC(C)CC3)ccc2Sc2ccc(C)cc21,-4.3%,5.0%,?,.,.,-5.5%,7.0%,26.3%,.
COc1ccc(CNC(=O)C2=CC(c3ccc(OC)c(OC)c3)=NS(=O)(=O)N2C)cc1,-4.6%&27.4%,-4.2%&17.9%,-1.2%&-18.9%,i,0.6%,31.7%&34.9%,14.6%&15.2%,-18.5%&-9.2%,1.3%
O=C(CCCOc1ccc(Br)cc1)NNC(=O)c1ccncc1,17.0%,15.5%,i,i,0.6%,8.8%,3.3%,1.2%,-1.1%
Cc1ccc(CN2CCN(Cc3c[nH]c4ccccc34)CC2CCO)o1 (stereo not drawn),11.0%,12.4%[9.22 µM],i,i,7.9%,5.8%,-9.1%[7.66 µM],4.3%[7.66 µM],2.1%
CCOC(=O)Cc1csc(SCC(=O)NC2CCS(=O)(=O)C2)n1 (stereo not drawn),2.3%,14.6%,-9.0%,i,-0.1%,-0.7%,1.8%,8.4%,0.6%
O=C(NCc1ccccn1)Nc1ccc(F)cc1,-3.2%,0.2%,i,i,0.2%,-3.7%,8.0%,-21.2%,-0.7%

# Looked up above.
# `CCOC(=O)Cc1csc(SCC(=O)NC2CCS(=O)(=O)C2)n1` (stereo not drawn) @ aSyn rescue: -0.1%
# `O=C(NCc1ccccn1)Nc1ccc(F)cc1` @ FUS suppressor: -3.7%
# `CSCCC(C(=O)NC(C)(C)C)n1c(-c2ccccc2)nc2ccccc21` (stereo not drawn) @ FUS suppressor: 14.7%

# Quoted from the results shown, two compounds:
SMILES,Abeta rescue,TDP-43 yeast inh,PTHR1 agonist,pAkt inh,aSyn rescue,FUS suppressor,GLP1R inv ag,HEK293 tox,Mm-Cpn inhibitor
CN(C)CCOC(=O)C12CC3CC(CC(C3)C1)C2,-6.4%,?,i,i,10.6%,-24.3%,9.6%,12.8%,0.5%
CSc1ccc(/C=C/C(=O)c2ccc(NC(=O)C(C)C)cc2)cc1,15.4%,15.8%,i,i,-10.8%,6.1%,10µM*,?,-8.0%

# Additional structures follow.
SMILES,Abeta rescue,TDP-43 yeast inh,PTHR1 agonist,pAkt inh,aSyn rescue,FUS suppressor,GLP1R inv ag,HEK293 tox,Mm-Cpn inhibitor
COC(=O)c1cc2ccsc2n1CC(=O)NCC1CCCO1 (stereo not drawn),14.3%,-5.1%,i,i,0.3%,-4.9%,13.9%,11.2%,0.5%
CN(C(=S)Nc1ccccc1F)C1(c2ccccc2Cl)CCCCC1=O (stereo not drawn),-0.7%,-6.2%,i,i,2.4%,7.3%,0.0%,-7.0%,0.9%
Fc1cccc(CN2CCN(Cc3nc(-c4cnccn4)no3)CC2)c1,-1.7%,4.8%,i,i,8.4%,2.8%,-9.6%[7.66 µM],-3.2%[7.66 µM],-5.2%
CCN1C[C@@H]2[C@@H]3C(=O)N(Cc4ccccc4)C(=O)[C@@H]3[C@](Cc3ccccc3)(C1=O)N2C(=O)c1ccccc1,-1.5%,-5.6%,i,i,-5.9%,13.5%,7.5%,6.9%,.
Cc1ccc(C)c(NC(=O)C(c2ccccc2)N2Cc3ccccc3C2=O)c1 (stereo not drawn),-12.1%,20.3%,i,.,.,6.3%,7.5%,11.7%,.
Cc1cccc(N(CC(=O)NCc2ccco2)C(=O)CCC(=O)Nc2ccccn2)c1,-4.9%,-15.7%,-7.9%,i,1.9%,.,0.0%,9.6%,-1.7%
Cc1cc(C)cc(N(CC(=O)Nc2cccc(C)n2)S(=O)(=O)c2c(C)noc2C)c1,10.7%,15.6%,i,i,?,?,8.91µM*,-5.4%,1.5%
Cc1cc(C(=O)Nc2ccc(Br)cc2F)n(-c2ccccc2)n1,13.2%,?,25.6%,i,4.9%,1.2%,-25.7%,8.2%,0.1%
Cn1cc(CN2C[C@H]3CC[C@H]2C3)c(-c2ccccc2F)n1,-2.0%,7.3%,-18.6%,i,-1.2%,-16.1%,3.1%,6.9%,-4.5%
COc1ccc2c(c1)OC[C@H]1[C@H]2N2C(=O)c3cc(F)ccc3NC(=O)[C@@]2(C)[C@H]1c1ccccc1,-72.6%[inhibitor],20µM*,-39.7%[inhibitor],i,7.7%,32.1%,?,-14.1%,-9.4%
CN(C)S(=O)(=O)c1cc(NC(=O)CSc2ncc(C(F)(F)F)cc2Cl)ccc1Cl,-5.1%,-18.2%,-37.3%[inhibitor],i,-0.8%,25.3%,?,-12.3%,-1.3%
COc1ccc(/C=C2\Oc3cc(OCC(=O)N4CCC(C(=O)O)CC4)ccc3C2=O)c(OC)c1OC,-14.0%,11.9%,14.4%,i,0.1%,39.6%,6.3%,-18.8%,-3.6%
Cc1cc(Cl)ccc1OCC(=O)N(Cc1cccs1)C1CCS(=O)(=O)C1 (stereo not drawn),-9.4%,-9.3%,-35.3%,i,1.6%,15.9%,?,0.0%,2.2%
CC1CCc2sc(C(=O)NN)cc2C1 (stereo not drawn),-15.3%,4.9%,i,i,9.6%,1.7%,2.2%,-9.9%,-0.5%
O=C(Nc1ccncc1)C1CCN(S(=O)(=O)c2ccc(Cl)cc2)CC1,-4.6%,-4.8%,-10.6%,i,-1.5%,6.0%,?,4.1%,-2.1%
COC(=O)c1ccc(Cn2c(SCc3ccccc3F)nc3ccncc32)cc1,-10.8%,14.7%,i,.,.,-3.3%,7.3%,8.8%,.
O=C(CCN1C(=O)COc2ccccc21)NCCN1CCN(c2ccccc2F)CC1,22.0%,13.5%,i,i,-16.5%,-8.8%,?,-12.5%,0.2%
O=C(NCCc1ccccc1)c1ccc(NC(=O)c2cccnc2)cc1,-6.7%,9.7%,-16.8%,i,1.4%,22.3%,-1.4%,-4.1%,-1.1%
C[C@@H](c1ccccc1)N1C[C@H](COCc2ccccc2)Oc2cc(N3CC[C@@H](O)C3)ccc2S1(=O)=O,-4.8%,19.9%,-16.9%,i,?,?,?,-3.3%,.
CCc1cccc(C)c1NC(=O)c1cc(S(=O)(=O)N(Cc2ccc(C(=O)OC)cc2)Cc2ccc(OC)c(OC)c2)ccc1F,20.1%,22.5%,-12.2%,.,.,34.1%,4.7%,0.6%,.
COc1ccc(-n2c(SCC(=O)OC(C)C)nnc2-c2ccccn2)cc1,18.9%,2.3%,i,i,-2.7%,15.9%,2.0%,4.3%,1.3%
O=C(Nc1cc(F)ccc1F)c1ccc(-n2cncn2)c([N+](=O)[O-])c1,-0.4%,-15.2%,i,i,-5.3%,1.1%,-11.3%,0.3%,-0.2%
Cc1ccc(S(=O)(=O)N(C)C)cc1NC(=O)c1ccc(-n2cncn2)c([N+](=O)[O-])c1,0.7%,10.0%,i,i,-1.2%[1.84 µM],8.0%,28.0%,-1.9%,-1.1%

# An excerpt. The share of hits here may be higher or lower than overall.
